High-throughput results (PubChem)
Tau ThT inhib: inhibitors of human tau fibril formation, thioflavin T binding; P10636; recombinant tau K18 P301L, heparin-induced fibrillization, ThT fluorescence; Potency, µM (highest dose often 57.4 µM), inactives show at the highest dose activity, negative = inhibition, usual class: inhibitors; actives 2.1% (n = 270,000); AID 1460; further: nearly all actives have a fitted effect of over 55% in size
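ThT emission at 510 nm, taken 1 hr after adding 30 uM dye, quantifies aggregates formed when 20 uM heparin acts on human tau K18 P301L for 6 hr at 37 C.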
L3MBTL1 inh: inhibitors of human L3MBTL1 | Q9Y468 | AlphaScreen L3MBTL1–H3K9me1 peptide binding | Potency, µM (highest dose often 57.1 µM), for inactives: at the top dose activity, negative = inhibition, usual class: inhibitors | actives 0.66% (n = 230,000) | AID 485360; further: nearly all actives have a fitted effect of over 60% in size
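First, the protein-peptide complex forms for 30 min at room temperature (L3MBTL1 50 nM, biotinylated H3K9me1 peptide 75 nM). Next, compounds are pin-transferred and incubated 30 min. Finally, AlphaScreen beads are added and read after 30 min.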
GoLoco inh red: blocks human Gai1 binding to RGS12 GoLoco peptide, red readout; P63096; Gai1:RGS12 GoLoco peptide FP, rhodamine, 10 min; Potency, µM (top dose mostly 61.6 µM), inactives show at the highest dose activity, negative = inhibition, hits mostly inhibitors; actives 0.44% (n = 230,000); active means well fitted inhibition curve with a large enough effect, not every such curve was filed as active; inactive means no such curve, though single readings can be large or run the other way; further: nearly all actives have a fitted effect of over 30% in size; many of its hits are not listed in these tables
Target sequence (P63096 whole entry, looked up): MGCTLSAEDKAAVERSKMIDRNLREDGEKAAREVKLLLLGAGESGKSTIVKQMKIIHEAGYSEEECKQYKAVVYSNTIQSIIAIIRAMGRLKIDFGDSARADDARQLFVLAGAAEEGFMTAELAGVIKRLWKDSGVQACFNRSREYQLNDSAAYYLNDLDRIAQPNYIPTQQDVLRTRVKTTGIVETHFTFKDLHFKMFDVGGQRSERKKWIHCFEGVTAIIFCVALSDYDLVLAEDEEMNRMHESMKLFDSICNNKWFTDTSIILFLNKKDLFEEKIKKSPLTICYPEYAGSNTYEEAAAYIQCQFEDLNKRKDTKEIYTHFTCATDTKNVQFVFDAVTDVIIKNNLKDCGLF
Tau fibril FP: blocks human tau fibril formation measured by polarization; P10636; K18 P301L tau heparin fibrillization, Alexa594 FP, 6 h; Potency, µM (titrated, usually from 57.7 µM), for the others: at the highest dose activity, negative = inhibition, hits mostly inhibitors; actives 0.39% (n = 280,000); AID 1468; further: nearly all actives have a fitted effect of over 55% in size
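K18 P301L tau (15 uM unlabeled/0.24 uM Alexa 594-labeled, final) + compound + heparin 20 uM final; 100 mM NaOAc pH 7; 6 hr 37 C; ThT 30 uM final added, 1 hr RT; FP ex 555/em 632 nm.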
TexasRed fluor: Texas Red fluorescence interference in TRb-SRC2 counter-screen. TRb/SRC2 Texas Red total fluorescence interference. Potency, µM (doses to about 106 µM), inactives show at the top dose fluorescence change, negative = quenching. actives 0.29% (n = 280,000). AID 1479; active means well fitted curve in either direction with a large enough effect; inconclusive means small, poorly fitted or top-dose-only effect
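Flags fluorescent or light-absorbing compounds by total fluorescence, S + 2P, at 555 nm excitation and 632 nm emission. Mixture: 20 nM Texas Red SRC2 peptide, 0.6 uM human TRb LBD, 1 uM T3, 5% DMSO; compound exposure 5 h at ambient temperature.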
TRb SRC2 PPI: disrupts binding of human TR beta to SRC2 | actives 0.065% (n = 280,000) | Potency, µM (top dose mostly 106 µM), for inactives: at the highest dose activity change, negative = inhibition, most hits filed as inhibitors | P10828 | TRbeta-SRC2 peptide binding, fluorescence polarization; receptor liganded with 1 µM T3;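 further: plate controls were bound peptide for no effect and peptide without receptor for full effect; nearly all actives have a fitted effect of over 50% in size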
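Polarization signal, normalized between peptide-alone and full complex controls, measured compound effects on T3-liganded human TRb LBD (0.6 uM) binding 20 nM Texas Red SRC2 peptide after 5 hr.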
RECQ1 inh: blocks DNA unwinding by human RECQ1; P46063; RECQ1 DNA unwinding, red fluorescence kinetic read; Potency, µM (top dose mostly 57.3 µM), inactives show at the top dose activity, negative = inhibition, most hits filed as inhibitors; actives 0.54% (n = 240,000);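 further: plate controls were vehicle for no effect and no enzyme for full effect; nearly all actives have a fitted effect of over 30% in size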
Target sequence (P46063 whole entry, looked up): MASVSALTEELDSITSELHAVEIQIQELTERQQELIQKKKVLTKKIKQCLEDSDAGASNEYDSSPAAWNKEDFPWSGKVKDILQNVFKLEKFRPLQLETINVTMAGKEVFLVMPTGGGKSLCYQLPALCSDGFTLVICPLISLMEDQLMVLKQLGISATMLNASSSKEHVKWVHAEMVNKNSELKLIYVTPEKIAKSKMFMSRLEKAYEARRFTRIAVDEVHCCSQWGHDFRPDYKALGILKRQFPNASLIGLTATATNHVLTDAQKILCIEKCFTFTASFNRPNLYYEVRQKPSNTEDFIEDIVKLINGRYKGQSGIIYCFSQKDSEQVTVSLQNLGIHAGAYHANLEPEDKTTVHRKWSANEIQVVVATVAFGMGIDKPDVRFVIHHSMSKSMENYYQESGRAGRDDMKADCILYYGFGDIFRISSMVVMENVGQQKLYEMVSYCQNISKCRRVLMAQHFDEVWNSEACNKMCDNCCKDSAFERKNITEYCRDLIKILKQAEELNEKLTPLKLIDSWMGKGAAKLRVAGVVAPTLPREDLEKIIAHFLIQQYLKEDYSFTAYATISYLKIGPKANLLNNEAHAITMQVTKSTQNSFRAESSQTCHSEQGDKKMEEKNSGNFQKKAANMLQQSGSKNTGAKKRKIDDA
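50 nM RECQ1T1 preincubated 15 min with compound in Tris pH 8.0 buffer with MgCl2, DTT, Tween-20 and 2.5 ug/ml poly(dI-dC); started with 200 nM TAMRA/BHQ-2 forked duplex and 2 mM ATP. Unwinding read as fluorescence (525/598 nm), two reads 2 h apart.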
JMJD2E inh: blocks human JMJD2E demethylase activity. JMJD2E catalytic domain, FDH-coupled NADH fluorescence (FDH is formaldehyde dehydrogenase). AID 2147. Potency, µM (highest dose often 57.1 µM), inactives show at the top dose activity change, negative = inhibition, actives largely listed as inhibitors. actives 1.6% (n = 230,000); active means well fitted inhibition curve with a large enough effect, not every such curve was filed as active; inconclusive means small, poorly fitted or top-dose-only effect, or another doubt; inactive means no such curve, though single readings can be large or run the other way;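 further: 0% = wells with enzyme and -100% = buffer wells without enzyme; nearly all actives have a fitted effect of over 50% in size; many of its hits are not listed in these tables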
Active calls of the source: *; i = inactive; ? = inconclusive; / = not tested or not shown; & = joins results of further samples; [ ] = dose if it differs, or a comment. Unless noted, the call rests on the fitted dose curve; in most records, active means well fitted curve in the direction sought with a large enough effect; inconclusive means small, poorly fitted or top-dose-only effect, or another doubt; inactive means no such curve, though single readings can be large; an effect the other way counts as inactive or inconclusive. Unless noted, on the % scale 0 is the no-effect control and ±100 the full control effect; potency means the concentration at half of the fitted maximal effect.

no.	structure	Tau ThT inhib	L3MBTL1 inh	GoLoco inh red	Tau fibril FP	TexasRed fluor	TRb SRC2 PPI	RECQ1 inh	JMJD2E inh
1	Cc1c(Br)c([N+](=O)[O-])nn1CCCC(=O)N1CCN(c2ccccc2)CC1	?	1%	4%	1%	2%	-3%	0%	0%
2	COCCCNc1nc2c(-c3ccc(Cl)cc3)nnn2c2ccccc12	-2%	0%	6%	12%	-3%	3%	i	?
3	COc1ccc(N2CCN(C(=O)c3cc4c(-c5ccccc5F)nn(C)c4s3)CC2)cc1	?	/	/	7%	-1%	-1%	/	/
4	CCOC(=O)NC(=O)CSc1cc(C)c2cc(C)cc(C)c2n1	?	/	13%	-1%	-2%	2%	-23%	-6%
5	CCOc1ccccc1NC(=O)c1ccccc1-c1nc(-c2ccccc2OC)no1	-5%	-4%	/	3%	-2%	-17%	-13%	-10%
6	Cc1cc(C(=O)N[C@@H](c2ccccc2)[C@]2(C)C[C@H]2[C@@H](C)C(=O)Nc2ccc3ccccc3c2)n(C)n1	14%	/	-19%	-8%	-4%	3%	1%	-5%
7	CC(C)N(Cc1ccccc1)C(=O)CN1C(=O)COc2ccc(S(=O)(=O)N3CCCCCC3)cc21	-3%	/	/	9%	-2%	2%	/	/
8	COc1ccc(S(=O)(=O)N2CCN(C(=S)NC3CCCCC3)CC2)cc1	-5%	2%[11.4 µM]	-3%	-5%	-2%	4%	-8%	8%
9	CC(C)(C)N1C(=O)c2ccc(C(=O)NCc3ccco3)cc2C1=O	?	-2%[11.4 µM]	4%	-5%	-3%	-5%	4%	7%
10	CCCN1Cc2cccc(C(=O)N3CCN(c4ccc(OC)cc4)CC3)c2C1=O	-3%	/	7%	7%	0%	1%	-1%	4%
11	CN1CCC(N(C)C(=O)COc2ccccc2-c2ccccc2)CC1	-12%	-9%	8%	-6%	0%	-13%	-14%	3%
12	CC(C)NC[C@@H](O)COc1ccc(CCOCC2CC2)cc1	-2%	/	5%	-1%	2%	-1%	-7%	3%
13	COc1ccc2c(c1)C(C)=CC(C)(C)N2S(=O)(=O)c1ccc(C)cc1	-13%	2%	26%	0%	-3%	3%	-4%	-17%
14	CCC1=C(OC(=O)N(CC)CC)N2C(=O)OC(=NCc3ccccc3)[C@]2(C)[C@H]2C1=CC[C@H]1C(=O)N(CC)C(=O)[C@H]12	-7%&1%	/	8%&5%	11%&9%	-2%&1%	-1%&0%	i	2%&-2%
15	O=C(CSc1nc2ccccc2n1CC(=O)N1CCCCC1)N1CCCCC1	2%	/	-13%	-13%	-5%	-4%	i	7%
16	COc1cc2c(cc1OC)C(C)N(C(=O)c1cccc([N+](=O)[O-])c1)CC2 (centres undefined)	-6%	/	1%	-1%	1%	-1%	-1%	-2%
17	CCc1ccccc1Nc1cc(C(=O)NCc2ccc(C)cc2)c2ccccc2n1	-4%	/	/	-12%	-1%	-3%	/	/
18	CC1Cc2ccccc2N1C(=O)COC(=O)Cn1cnc2ccccc2c1=O (centres undefined)	1%	3%	-11%	2%	2%	1%	-7%	-2%
19	O=C1OCC(CO)(CO)N=C1NNc1ccccc1[N+](=O)[O-]	?	-17%	-1%	-9%	-6%	-8%	-6%	-4%
20	CN(C)c1nc(N)nc(CSc2nnnn2-c2cccc3ccccc23)n1	3%	/	4%	-11%	2%	-3%	-6%	-1%
21	Cc1ccc(-n2ncc(C(=O)Nc3cc(Cl)ccc3C)c2C2CCNCC2)cc1C	6%	-9%	-2%	0%	-3%	6%	i	-16%
22	Cc1cc(C(=O)NCc2ccccc2C)c2c(C)nn(-c3cccc(F)c3)c2n1	9%	/	/	-13%	3%	6%	/	/
23	COc1cc(/C(C#N)=C/c2cccc3ccccc23)c([N+](=O)[O-])cc1OC	-7%	-1%	0%	-8%	3%	-5%	-15%	3%
24	CCCSc1nnc2n(C)c(=O)c3c4c(sc3n12)CCC4	0%	4%	-3%	-1%	4%	2%	-6%	-3%
25	O=C(C1COc2ccccc2O1)N1CCN(c2nc3ccc(F)cc3s2)CC1 (centres undefined)	?	/	/	-7%	0%	-9%	/	/
26	O=c1c(Cc2ccc(Cl)cc2Cl)c(O)ccn1CCCN1CCOCC1	14%	2%[11.4 µM]	17%	1%	-5%	0%	i	10%
27	CCn1c(CNC(=O)COc2ccc(C(C)C)cc2)nnc1SCC(=O)Nc1ccccc1F	-7%	/	-15%	2%	3%	-12%	i	9%
28	COc1ccc(NC(=S)N2CCNC(=O)C2CC(=O)Nc2ccc(C)cc2)cc1 (centres undefined)	-3%	-2%	0%	-1%	-2%	-16%	-7%	-7%
29	CCOc1ccccc1NC(=O)C(NS(=O)(=O)c1cccc2nsnc12)c1ccccc1 (centres undefined)	-11%	/	/	-15%	-4%	1%	/	/
30	Nc1nnc(SCc2ccc(F)cc2)s1	8%	/	3%	-8%	0%	5%	16%	0%
31	COc1cccc(NC(=O)CSc2nnc(C)s2)c1	-9%	1%	5%	-1%	-3%	-5%	-1%	0%
32	CCC(=O)c1ccc(OCC(=O)N2CCCC2)c(OC)c1	-3%	?	2%	-9%[2.34 µM]	-3%	-5%	-10%	-5%
33	C/C=C/Cn1c(SCc2ccc(C)cc2)nc2c1c(=O)[nH]c(=O)n2C	-1%	-1%	2%	-4%	1%	-2%	11%	-2%
34	CCOC(=O)c1c(NC(=O)c2cc(CC(C)C)on2)sc(C(C)=O)c1C	-14%&-12%	2%	5%	-6%&-6%	?	-2%&-1%	-3%	-23%
35	O=c1ccc(Cl)cn1Cc1ccccc1F	-14%	-6%	-9%	?	-4%	-4%	2%	-22%
36	Cc1ccc(C(=O)NC2CCN(S(=O)(=O)c3ccccc3)CC2)cc1	0%	6%	9%	0%	-2%	8%	i	-3%
37	CCOC(=O)c1ccccc1NC(=O)/C(C)=C/C(=O)O	0%	5%	0%	0%	0%	-19%	-7%	?
38	CCOC(=O)c1c(OCC)[nH]c2c1cc(O)c1ccccc12	14µM*	-6%	-16%	11%	-7%	4%	-7%	22µM*
39	Cc1ccc2c(c1)c1c(c(=O)n(-c3ccccc3)c(=O)n1Cc1ccccc1C)n2C	1%	/	/	1%	-3%	-1%	/	/
40	Cc1nc2nc(SCC(=O)Nc3cccc(Cl)c3)nn2c(C)c1Cc1ccccc1	-7%	/	/	-9%	-1%	2%	/	/
41	COc1ccc(Cc2nnc(NC(=O)c3cccc([N+](=O)[O-])c3)s2)cc1	-2%	-6%	-21%	-4%	-2%	-14%	-19%	-4%
42	O=C(O)c1ccc(N2CC3CC(C2)c2cccc(=O)n2C3)c(NC(=S)Nc2ccc(Cl)cc2Cl)c1 (centres undefined)	-14%	/	-10%	-4%	-2%	-3%	-4%	-12%
43	S=C(NCCc1ccccn1)Nc1ccc(Cl)c(Cl)c1	12%	7%	11%	?	1%	-3%	i	9%
44	O=C(COC(=O)c1cc(=O)[nH]c2ccccc12)c1cccs1	-2%	3%	19%	1%	-3%	6%	i	-16%
45	Cc1cc(C)c(C)c(S(=O)(=O)Nc2ccc(O)cc2)c1C	-6%	-3%	6%	8%	-9%	0%	-9%	2%
46	Cc1cc(Nc2cccc(C(F)(F)F)c2)nc2ccc(NC(=O)c3cccnc3)cc12	-17%	/	/	?	8%	18%	/	/
47	COC(=O)c1cc(OC)c(OC)cc1NC(=O)c1ccccc1	-13%	/	-8%	0%	-2%	-6%	-4%	?
48	O=C(Nc1cccc(Cl)c1)c1cc(-c2ccc3c(c2)OCO3)on1	?	/	/	?	6%	-8%	/	/
49	Cc1ccc(C(=O)N/C(=C\c2cccs2)C(=O)NCc2ccncc2)cc1	5%	22%	-3%	-1%	-3%	-2%	i	-6%
50	O=C(c1ccccc1)N1CCN(C(=S)NCCc2ccccc2)CC1	-3%	0%	2%	-6%	-1%	4%	-3%	5%
51	Cc1nc2cc(NC(=O)Nc3cccc4ccccc34)ccc2n1C	?	-3%	16%	-8%	-7%	-3%	23%	?
52	O=C(C[n+]1ccc2ccccc2c1)Nc1cc(C(F)(F)F)ccc1Cl	-4%	13%	4%	-6%	3%	-3%	-5%	-5%
53	COc1ccccc1NC(=O)CN1C(=O)c2cccc3cccc1c23	-3%	/	/	-9%	2%	2%	/	/
54	CC(C)=CC(=O)Nc1ccc(S(=O)(=O)Nc2ccccn2)cc1	9%	6%	1%	1%	-2%	2%	i	-2%
55	CC(C)CNC(=O)COC(=O)CCC(=O)c1ccc(Cl)cc1	2%	32%[activator]	4%	7%	0%	-6%	1%	0%
56	NS(=O)(=O)c1cccc(NC(=O)Cn2cnc3ccccc3c2=O)c1	-15%	/	-25%	2%	-4%	-4%	-3%	-2%
57	COc1cc(Cl)c(S(=O)(=O)N2CCN(Cc3ccc4c(c3)OCO4)CC2)cc1Cl	-14%	-6%	0%	-5%	0%	4%	-16%	0%
58	O=C(OCC#CCSc1nnc(-c2ccccc2)o1)c1cc2ccccc2o1	-20%	/	-6%	6%	-8%	-2%	-14%	-1%
59	CC/C=C\C/C=C\C/C=C\C/C=C\C=C\C(O)CCCC(=O)O (centres undefined)	3%	/	1%	-10%	1%	-2%	i	-1%
60	Cc1ccccc1NC(=O)CC1S/C(=N/c2nccs2)N(C)C1=O (centres undefined)	-6%	/	11%	?	0%	0%	-2%	2%
61	Cc1ccc(C)c(NC(=S)NCC(c2cccnc2)N2CCOCC2)c1 (centres undefined)	0%	-2%	4%	0%	6%	-7%	-13%	3%
62	Cc1sc(C(=O)Nc2ccc3ccccc3c2)cc1CC(=O)O	6%	3%	2%	0%	-4%	-1%	i	-5%

Not all compounds are listed (hit frequency here may not be typical).
